# Screens: PubChem, NCI
# Growth percent in the NCI-60 one-dose screen (48 h, 10 µM unless noted): 100 = growth as untreated, 0 = no growth, -100 = all killed.
# SF-295 – SF-295 CNS cancer cells | actives 5.6% (n = 79,000) | AID 1794758
# SN12C – SN12C renal cancer cells. actives 3.8% (n = 81,000). AID 1794767
# TK-10 – TK-10 renal cancer cells. actives 3.9% (n = 81,000)
# CAKI-1 – CAKI-1 renal cancer; actives 4.7% (n = 75,000)
# UO-31 – UO-31 renal cancer; actives 5.2% (n = 81,000)
# 786-0 – 786-0 renal cancer cells; actives 5.1% (n = 81,000); AID 1794775
# SF-268 – SF-268 CNS cancer cells | actives 3.1% (n = 82,000)
# U251 – U251 CNS tumor cells; actives 5.4% (n = 80,000); AID 1794753
# The depositor's hits bear a star; · = not tested or not shown; & = joins results of further samples. The calls were made as follows: active = growth percent below 10; inactive = the rest.
SMILES,SF-295,SN12C,TK-10,CAKI-1,UO-31,786-0,SF-268,U251
COC(C(O)C=O)C(O)C(O)CO (stereo not given),96.7,92.2,112.4,111.7,90.4,108.5,97.8,101.9
COc1ccc(/C=C2\NC(=O)NC2=O)cc1O,94.2,99.7,108.7,85.6,105.6,97.8,105.9,99.2
COc1cc(-c2nn(-c3cccc(NC(=O)Nc4cc(C(F)(F)F)cc(C(F)(F)F)c4)c3)cc2-c2ccncc2)ccc1Cl,·,-8.1*,-26.7*,18.5,-29.2*,-71.1*,-46.3*,-81.7*
C/C=C(/C=O)[C@@H](CC=O)CC(=O)OCCc1ccc(O)cc1,102.4,103.7,103.1,100.3,89.4,103.4,97.5,91.6
Cn1c(=O)c(C#N)c(-c2ccco2)n2c(SCC(=O)c3ccccc3)nnc12,112.1,113.8,132.6,104.4,54.4,94.2,98.0,93.1
c1ccc(-c2ccc3c(c2)NCCN3)cc1,103.8,107.1,107.4,98.0,99.5,87.1,108.2,106.6
COc1ccc(C2=NN(C(C)=O)C(c3ccc(Oc4ccc(Br)cc4)cc3)C2)cc1OC (stereo not given),104.5,93.3,99.2,76.7,66.5,103.6,92.7,87.1
Fc1cccc(CSc2ncnc3nc[nH]c23)c1,110.6,93.7,118.2,107.0,83.8,100.6,98.6,101.6
c1ccc(Sc2ncnc3ccccc23)cc1,93.7,69.0,96.5,65.5,52.7,87.6,70.0,87.2
NC(=O)C(=O)NCCCCC(=O)Nc1ccccc1,105.9,102.1,114.8,94.6,91.0,99.6,96.9,104.5
Cc1ccc(N2C(=O)C(=S)N(c3ccc(C)cc3)C2=O)cc1,105.0,96.4,95.6,94.5,88.9,97.9,94.3,95.8
CCOP(=O)(OCCCl)c1nc(-c2ccc(C)cc2)oc1NCc1ccccc1 (stereo not given),79.9,70.4,100.5,49.5,52.5,81.9,73.7,74.6
O=C1CSC(c2ccccc2O)N1c1nnc(Cn2cnnc2)o1 (stereo not given),94.0,79.6,145.2,71.3,46.7,25.8,82.9,79.7
COc1ccc(-c2nc(SCCC(C)C)nc(N/N=C\c3ccc(OC)c(OC)c3)c2C#N)cc1,103.9,76.4,103.9,79.4,53.6,85.4,85.4,88.0
CCCCC1C(=O)NN(c2ccccc2)C1=O (stereo not given),113.3,100.0,121.5,78.6,106.2,93.3,96.6,110.6
O=C1c2ccccc2C(=O)c2c1ccc(C(=O)Cl)c2[N+](=O)[O-],84.0,96.9,119.8,94.2,85.9,98.8,106.6,95.1
CC(=O)Nc1ccc(S(=O)(=O)c2ccc([N+](=O)[O-])cc2)cc1,103.6,·,116.8,100.6,84.7,106.9,102.1,96.9
Cn1c2ccccc2c2c3[nH][nH]c(=O)c3c3c4ccccc4[nH]c3c21,81.3,16.1,93.0,60.2,-26.9*,23.0,25.0,22.7
Cc1ccc(S(=O)(=O)NCCNc2nccc(-c3c(-c4cccc(O)c4)nc4sccn34)n2)cc1,·,85.9,115.4,96.9,84.7,92.8,75.6,102.8
CCCNCCOC(=O)c1ccc(OCC)c(N)c1,101.7,·,87.6,99.1,87.3,98.8,94.5,92.6
CCCCCCCCCCCCCCCCCN,99.1,96.8,102.1,91.1,87.6,104.8,113.4,96.3
N#Cc1n[nH]n2c1nc(=O)c1c3c(sc12)CCCC3,97.1,100.8,109.2,·,91.7,99.2,88.9,95.6
Cc1nc2ccccc2c(=O)n1-c1ccc2c(c1)nc(C)n2Cc1ccccc1,100.0,103.3,117.8,85.9,82.4,91.9,92.5,94.6
O=C(O)c1ccc(=O)oc1,112.0,100.6,103.5,112.7,95.6,101.3,104.5,106.5
CCN(CC)CCC(CN=C(N)N)c1ccc(Cl)c(Cl)c1 (stereo not given),77.6,94.4,87.7,99.3,102.1,88.4,91.7,85.2
CC(=O)Nc1ccc(-c2nc(-c3cccc(OCCN4CCOCC4)c3)c(-c3ccnc(Br)c3)[nH]2)cc1,89.5,85.7,108.6,84.7,73.4,75.2,99.9,82.5
COc1cc(CNC(=O)/C=C/c2ccc3c(c2)OCO3)ccc1OCc1cn(-c2ccccc2)nn1,86.8,85.1,93.2,72.7,65.7,99.0,99.5,97.1
O=C(CSc1nnc(Cn2c(C(F)(F)F)nc3ccccc32)o1)Nc1ccc(Cl)cc1,84.3,85.5,87.9,55.7,50.7,85.2,74.5,84.0
CC(C#N)OCCO (stereo not given),109.7,104.4,108.9,102.7,101.5,111.8,108.0,105.1
CCN1CCCC1CNC1CCN(c2cc(C)nc(N3CCCC3)n2)CC1 (stereo not given),102.2,102.3,100.1,90.5,80.5,96.1,95.3,·
Cc1cc(C)cc(C(=O)c2cc(Cl)ccc2OCCn2c(=O)ccn(CCOc3ccc(C(C)(C)C)cc3)c2=O)c1,55.0,60.0,77.4,49.5,49.8,69.6,80.6,59.1
CC(=O)NC(Cc1cc(I)c(OC(C)=O)c(I)c1)C(=O)O (stereo not given),128.7,109.4,104.6,96.1,80.0,100.0,97.4,96.2
CC(C)CNc1ncnc2[nH]ncc12,89.7,102.0,100.2,60.0,103.9,105.2,103.3,106.5
C/C=C(/C)C(=O)OC,94.0,98.5,106.0,95.1,90.6,101.0,107.1,104.8
CCCCNC(=O)Nc1ccc(S(=O)(=O)Nc2nc(C)cc(C)n2)cc1,97.1,102.7,99.3,98.3,93.2,103.0,104.8,92.1
O=C1C(Nc2ccccn2)=C(I)C(=O)c2ncccc21,-31.6*,-70.8*,-21.4*,5.8*,-97.7*,-22.9*,-33.1*,-82.4*
Cn1c(-c2ccccc2)cc(=O)n1-c1ccccc1,122.4,107.1,116.1,95.6,101.2,107.5,111.7,109.0
COc1ccc(-c2cc(-c3cccn3C)c(C#N)c(=O)n2C(=S)Nc2ccc(F)cc2)cc1OC,91.2,98.5,118.1,78.9,86.1,84.8,109.7,96.5
C=C(Cl)C(O)CO (stereo not given),114.4,103.5,119.5,97.6,90.3,94.2,97.3,108.4
COc1ccc(C2C=C(C)N=C3SC(C)=NN32)cc1 (stereo not given),112.7,99.5,105.1,99.8,97.8,112.5,114.7,93.7
Cc1cc(C)n2c(SCc3nc4sc5c(c4c(=O)[nH]3)CCCC5)nnc2n1,107.6,95.7,110.8,92.9,84.5,107.4,94.1,101.8
CSc1ccc(N2C(=N)C(=S)N(c3ccc(C)cc3)C2=O)cc1,96.1,94.0,108.7,82.7,75.5,91.5,90.7,91.0
C[C@]12CCC3c4ccc(OC(=O)c5ccccc5)cc4CCC3C1CC[C@@H]2O (stereo not given in full),87.9,87.5,117.4,70.5,72.7,103.9,95.5,83.1
CCN(CC)CCCCCNc1cc(OC)cc2c(C)ccnc12,·,92.4,101.6,92.0,50.4,92.6,99.7,92.4
CCNC(=O)Oc1ccc(/C(=C(/C)c2ccc(Cl)cc2)c2ccc(OCCN(C)C)cc2)cc1,94.4,77.8,92.0,73.4,61.7,64.3,75.6,58.8
O=C1Nc2ccccc2/C1=C\c1c(-c2ccc(F)cc2)nc2ccccn12,59.9,82.5,108.8,44.3,41.0,82.1,77.7,93.3
COc1ccc(-c2nc3sccn3c2/C=C/C(=O)c2ccc3c(c2)OCO3)cc1,97.1,86.1,118.9,78.3,73.5,96.8,100.5,55.1
CC1O[C@@H](c2ccccc2)OC2COC(c3ccccc3)OC12 (stereo not given in full),104.0,103.6,87.8,98.6,84.0,97.8,116.0,100.4
COC(=O)/C=C1/SC(=Nc2ccc([N+](=O)[O-])cc2)N(CCc2c[nH]c3ccc(O)cc23)C1=O,59.5,45.8,85.2,71.4,53.5,44.2,43.7,36.3
CC(C)c1ccc(S(=O)(=O)NC(=O)NC2CC2)cc1,101.9,98.3,97.1,99.8,91.3,97.7,106.9,97.1

# Additional structures.
SMILES,SF-295,SN12C,TK-10,CAKI-1,UO-31,786-0,SF-268,U251
O=[N+]([O-])c1cc2cccnc2c2ncccc12,113.5,99.9,210.6,·,91.8,103.8,106.0,103.9
CCC(C)[C@@H]1NC(=O)[C@@H]2CCCN2C(=O)[C@H](CO)NC(=O)[C@H](Cc2ccccc2)NC(=O)[C@H](C(C)CC)NC(=O)[C@@H]2CCCN2C(=O)[C@H](Cc2ccccc2)NC1=O (stereo not given in full),101.4,98.3,118.8,102.6,82.7,100.6,101.3,98.5
CC(C)CCNC(=O)Cn1ccc2ccccc2c1=O,99.7,94.4,94.1,101.9,85.1,104.9,100.6,101.8
Cc1[nH]c(-c2nc3ccccc3[nH]2)c(C)c1C(=O)NCC(F)(F)F,102.2,96.8,113.2,97.0,101.9,105.3,103.3,103.0
COc1ccc(Cl)cc1Cl,105.9,·,153.0,104.6,84.3,90.3,105.7,107.8
O=c1c2cc(Cl)cc(Cl)c2[nH]c(=S)n1-c1ccc(S(=O)(=O)Nc2ccc(Cl)nn2)cc1,101.7,95.6,99.2,89.0,81.4,79.1,95.5,102.9
O=C(CC(=O)c1ccc([N+](=O)[O-])cc1)c1ccccc1,36.9,53.3,50.3,55.2,72.0,64.5,55.7,27.3
O=C(O)c1ccc(-n2cc(CNc3cc(F)c(F)c(F)c3)c(-c3ccc(F)cc3)n2)cc1,72.3,91.9,149.9,·,77.4,109.1,104.6,97.8
Cc1cc(Nc2nc(-c3cccnc3)nc3ccccc23)n[nH]1,53.3,58.9,59.8,2.3*,60.4,55.0,58.1,·
Cc1cc(N)c(S(=O)(=O)NO)cc1Cl,115.2,120.2,119.5,89.7,85.9,115.0,95.3,104.7
CCOC(=O)C(C(=O)OCC)C(C)CC (stereo not given),145.1&115.8&96.1,104.2&100.3&108.0,115.2&125.2&105.4,118.2&99.0&83.1,91.4&79.2&83.1,103.0&95.9&104.4,100.2&102.0&99.4,101.7&101.3&101.8
O=C(Nc1n[nH]c(Nc2ccccc2)c1S(=O)(=O)c1ccccc1)c1ccccc1,126.8,102.0,111.6,113.8,89.4,107.7,102.8,99.8
Nc1ccccc1NC(=O)CCCCC(=O)Nc1ccc2c(c1)/C(=C/c1ccc[nH]1)C(=O)N2,98.4,66.9,68.2,81.6,72.2,90.2,71.9,48.5
COc1ccc(N2CCC(=O)NC2=S)cc1,100.2,98.3,100.1,95.4,86.5,103.7,99.8,102.6
CCc1ccccc1NC(=O)c1sc2nc3c(cc2c1N)C(=O)CCC3,-3.2*,45.4,54.7,29.9,44.5,35.1,40.4,·
O=C(c1ccc(F)cc1)[C@H]1[C@H]2CCCN2[C@@]2(C(=O)Nc3ccc(F)cc32)[C@]12C(=O)Nc1ccccc12,100.9,90.2,115.8,·,84.7,82.5,90.4,80.6
C[C@H]1C(=O)N(Cc2cccnc2)[C@@H](C)C(=O)N1Cc1cccnc1,97.1,99.3,91.3,94.8,94.7,103.1,105.6,92.1
C[C@H]1[C@H](C)CC[C@]2(C(=O)NCCCNCCCCNCCCN)CC[C@]3(C)C(=CC[C@@H]4[C@@]5(C)C/C(=C/c6ccncc6)C(=O)C(C)(C)[C@@H]5CC[C@]43C)[C@H]12,99.5,94.5,103.0,70.7,85.7,94.9,89.4,90.9
O=C1C(c2c[nH]c3ccccc23)=C(c2c[nH]c3ncccc23)C(=O)N1O,102.6,89.4,124.6,78.5,77.5,88.0,95.9,102.1
COc1ccc2cc(/C=C3\SC(=Nc4ccc(S(N)(=O)=O)cc4)NC3=O)c(Cl)nc2c1,101.7,100.1,98.2,98.1,84.8,93.3,94.6,96.3
COC(=O)C1=CC=C[C@H]2[C@@]3(CC[C@@H](C)[C@@]2(CCc2ccoc2)C(=O)O3)C1,90.8,100.1,91.7,73.7,77.5,97.5,101.9,99.1
CCCCCCCCCCCCNC(=S)N/N=C/c1ccc(NC(C)=O)cc1,94.7,100.2,100.5,92.8,86.3,106.5,102.3,102.6
CC(/C=C1\SC(=S)N(CC(=O)NC(CC(C)C)C(=O)O)C1=O)=C\c1ccccc1 (stereo not given),95.0,95.4,103.3,88.8,79.3,104.6,102.2,100.9
COc1ccc(N(C)c2ncnc3occ(C)c23)cc1,-8.2*,34.0,·,-6.1*,26.5,17.8,18.0,13.9
CCc1ccc(/C=C2\Oc3cc(C)c(Cl)c(C)c3C2=O)cc1,94.5,81.7,119.9,61.8,48.5,96.8,86.5,88.4

# Copied from the results shown, nine compounds:
SMILES,SF-295,SN12C,TK-10,CAKI-1,UO-31,786-0,SF-268,U251
C[C@H]1C(=O)N(Cc2cccnc2)[C@@H](C)C(=O)N1Cc1cccnc1,97.1,99.3,91.3,94.8,94.7,103.1,105.6,92.1
C[C@H]1[C@H](C)CC[C@]2(C(=O)NCCCNCCCCNCCCN)CC[C@]3(C)C(=CC[C@@H]4[C@@]5(C)C/C(=C/c6ccncc6)C(=O)C(C)(C)[C@@H]5CC[C@]43C)[C@H]12,99.5,94.5,103.0,70.7,85.7,94.9,89.4,90.9
O=C1C(c2c[nH]c3ccccc23)=C(c2c[nH]c3ncccc23)C(=O)N1O,102.6,89.4,124.6,78.5,77.5,88.0,95.9,102.1
COc1ccc2cc(/C=C3\SC(=Nc4ccc(S(N)(=O)=O)cc4)NC3=O)c(Cl)nc2c1,101.7,100.1,98.2,98.1,84.8,93.3,94.6,96.3
COC(=O)C1=CC=C[C@H]2[C@@]3(CC[C@@H](C)[C@@]2(CCc2ccoc2)C(=O)O3)C1,90.8,100.1,91.7,73.7,77.5,97.5,101.9,99.1
CCCCCCCCCCCCNC(=S)N/N=C/c1ccc(NC(C)=O)cc1,94.7,100.2,100.5,92.8,86.3,106.5,102.3,102.6
CC(/C=C1\SC(=S)N(CC(=O)NC(CC(C)C)C(=O)O)C1=O)=C\c1ccccc1 (stereo not given),95.0,95.4,103.3,88.8,79.3,104.6,102.2,100.9
COc1ccc(N(C)c2ncnc3occ(C)c23)cc1,-8.2*,34.0,·,-6.1*,26.5,17.8,18.0,13.9
CCc1ccc(/C=C2\Oc3cc(C)c(Cl)c(C)c3C2=O)cc1,94.5,81.7,119.9,61.8,48.5,96.8,86.5,88.4
